Bioassay records deposited in PubChem BioAssay by National Center for Advancing Translational Sciences (NCATS).
D3 antag = D3 dopamine receptor (human) antagonism. P35462. D3R cells, DiscoveRx beta-arrestin luminescence, antagonist mode; active compounds read low. max response, negative = inhibition, %. 360,000 tested, 2.5% active; in the data active = max response below about -50%; inconclusive = no clear call, values can overlap the other calls; note: % is set by controls: 0 for no effect and ±100 for the full control effect; mostly tested at two doses, the higher about 12 µM
Target sequence (P35462 whole entry, looked up): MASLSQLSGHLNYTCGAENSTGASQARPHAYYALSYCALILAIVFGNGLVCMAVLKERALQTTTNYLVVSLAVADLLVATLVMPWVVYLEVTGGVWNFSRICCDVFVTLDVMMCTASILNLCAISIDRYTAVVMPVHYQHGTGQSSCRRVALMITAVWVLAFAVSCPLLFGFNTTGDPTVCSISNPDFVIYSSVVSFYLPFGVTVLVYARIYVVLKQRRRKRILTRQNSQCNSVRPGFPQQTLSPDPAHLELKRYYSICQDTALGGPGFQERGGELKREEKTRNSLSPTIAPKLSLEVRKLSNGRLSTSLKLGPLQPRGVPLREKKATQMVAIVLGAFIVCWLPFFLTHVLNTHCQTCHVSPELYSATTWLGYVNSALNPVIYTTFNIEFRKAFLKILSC
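Cells plated overnight at 1500 cells/well, then exposed to library compounds with dopamine controls for 90 minutes at 37 degrees C. DiscoveRx reagent added for 30–60 minutes at room temperature; luminescence read, quantitative HTS format.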
D3 ag = D3 dopamine receptor (human) agonism. D3R DiscoveRx beta-arrestin cells, luminescence, 90 min. max activation, %. 410,000 tested, 0.58% active. AID 652048; in the data active = max activation above about 30%; note: 0% is about no effect; mostly tested at two doses, the higher about 12 µM
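Agonist mode: compounds and dopamine controls were applied to plated cells for 90 min at 37 degrees C after an overnight attachment at 1500 cells/well. Luminescent read-out followed 30 - 60 minutes at room temperature with DiscoveRx detection reagent.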
GLP1R ag = GLP-1 receptor (human) agonism; Potency, µM (titrated, usually from 45.6 µM), for inactives: top-dose activation, most hits filed as activators; P43220; HEK293 GLP-1R CRE-luciferase, luminescence, 4-6 h; cells express a hypersensitive GLP-1R form; 380,000 tested, 0.007% active; note: potency is the fitted concentration of half-maximal effect; % of control where 0% means no effect
GLP1R cytotox = cytotoxic in the GLP-1 receptor inverse agonist counter-screen; HEK293 cAMP-luciferase reporter cells, luminescence, 24 h; Potency, µM (doses to about 38.3 µM), without a hit: at the highest dose activity change, negative = inhibition, most hits filed as inhibitors; 410,000 tested, 0.13% active;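 note: loss of luciferase light is scored as toxicity; potency is the fitted concentration of half-maximal effect; % is set by controls: 0 for no effect and ±100 for the full control effect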
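Seeding density was 200 cells/uL; after overnight-length (12 h) culture, 23 nL compounds went on for 24 h at 37 °C. Readout used a luciferase detection reagent, luminescence taken after 12 min at room temperature.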
PI5P4K alpha inh = blocks human PI5P4K alpha kinase activity; 330,000 tested, 1.2% active; PI5P4Kalpha enzyme, ADP-Glo luminescence, 60 min; active compounds read low; max response, %; P48426; active = max response of -50% or lower; inconclusive = between -30% and -50%; inactive = -30% or higher; note: value at the top dose of about 77 µM; % is set by controls: 0 for no effect and ±100 for the full control effect
Target sequence (P48426 whole entry, looked up): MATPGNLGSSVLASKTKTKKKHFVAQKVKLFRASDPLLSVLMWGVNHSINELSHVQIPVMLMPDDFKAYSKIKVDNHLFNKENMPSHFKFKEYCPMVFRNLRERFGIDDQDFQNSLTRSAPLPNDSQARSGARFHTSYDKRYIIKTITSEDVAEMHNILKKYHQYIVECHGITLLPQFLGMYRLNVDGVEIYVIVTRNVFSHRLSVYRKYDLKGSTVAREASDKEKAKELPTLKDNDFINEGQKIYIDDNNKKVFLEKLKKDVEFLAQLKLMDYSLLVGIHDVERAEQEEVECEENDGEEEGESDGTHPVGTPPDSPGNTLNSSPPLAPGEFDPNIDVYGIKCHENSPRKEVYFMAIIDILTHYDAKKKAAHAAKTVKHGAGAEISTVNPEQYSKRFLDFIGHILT
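Controls without substrate or without enzyme flank wells where PI5P4Kalpha converts substrate using 5 microM ATP (final). Incubation lasts 60 minutes at room temperature; ADP formed is read by ADP-Glo luminescence.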
GLP-1R inv ag = inverse agonists of human GLP-1 receptor | P43220 | HEK293 GLP-1R CRE-luciferase, luminescence, 24 h; GLP-1R form is constitutively active | Potency, µM (series often up to 38.3 µM), for the others: at the top dose activity change, negative = inhibition, usual class: inhibitors | 410,000 tested, 1.6% active | AID 624417; note: potency is the fitted concentration of half-maximal effect; % is set by controls: 0 for no effect and ±100 for the full control effect; nearly all actives have a fitted effect of over 55% in size
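Luminescence readout: a drop in cAMP-driven luciferase signal flags inverse agonism at a constitutively active GLP-1R stably expressed in HEK293. Compound exposure lasted 24 hr at 37 deg C, 5% CO2.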
IL-2 act = activates IL-2 in a cell-based reporter assay. IL-2 activation reporter assay, cell-based qHTS; stimulated with anti-CD3/CD4/CD28 beads; in transgenic mouse T cells. activation, % (series mostly up to about 46 µM). 360,000 tested, 0.065% active; in the data active = activation above about 50%; inconclusive = mostly about 30% to 49%; note: 0% is about no effect
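Unstimulated transgenic mouse T cells; 60-min compound exposure; bead-based TCR/CD4/CD28 stimulation; 18 h culture, 37 degrees C; dual fluorescence (EGFP, DsRed) plate cytometry.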
PLK1 PBD inh = blocks phosphopeptide binding to human PLK1 polo-box domain; P53350; Plk1 PBD binding of FITC phosphopeptide, fluorescence polarization; Potency, µM, for the others: max response, negative = inhibition, hits mostly inhibitors; 360,000 tested, 2.8% active; note: potency is the fitted concentration of half-maximal effect; series mostly up to about 57 µM; % is set by controls: 0 for no effect and ±100 for the full control effect; nearly all actives have a fitted effect of over 65% in size
WRN helicase inh = inhibitors of human WRN helicase; Q14191; WRN helicase unwinding, fluorescent forked duplex, kinetic; Potency, µM (highest dose often 114 µM), without a hit: at the highest dose activity change, negative = inhibition, actives largely listed as inhibitors; 360,000 tested, 0.46% active; AID 651768; note: potency is the fitted concentration of half-maximal effect; % is set by controls: 0 for no effect and ±100 for the full control effect; nearly all actives have a fitted effect of over 55% in size
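Screening of the MLSMR collection measured strand separation of a quenched forked DNA duplex (100 nM) by 20 nM WRN with 2 mM ATP, all final. Compounds were preincubated with enzyme 15 min at room temperature.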
* hit, by the source's call; ? = inconclusive; nt = not tested or not shown; & = joins results of further samples; [ ] = another dose, or the depositor's remark. Unless noted, calls come from the whole dose curve; as a rule, active = well fitted curve in the direction sought with a large enough effect; inconclusive = small, poorly fitted or top-dose-only effect, or another doubt; inactive = no such curve, though single readings can be large; an effect the other way counts as inactive or inconclusive.

SMILES	D3 antag	D3 ag	GLP1R ag	GLP1R cytotox	PI5P4K alpha inh	GLP-1R inv ag	IL-2 act	PLK1 PBD inh	WRN helicase inh
O=C1/C(=C\c2ccccn2)SC(=S)N1Nc1ncc(C(F)(F)F)cc1Cl	-5	5	-9%	3%	nt	-10%	-0.3	?	-12%
CCOc1cc(/C=N/NC(=O)c2nn(C)cc2Br)ccc1OCc1ccccc1Cl	11	4	9%	-13%	0	?	-0.2	-6%	6%
c1ccc(-c2csc(N3CCc4ccccc4C3)n2)cc1	-19	2	0%	7%	13	3%	-1.0	-8%	3%
Cc1cc(C)nc(N/N=C2/CCCC/C2=C\c2ccccc2)n1	1	1	10%	?	3	?	-0.3	-6%	1%
CS(=O)(=O)Nc1ccccc1C(=O)OCC(=O)N1CCC(c2ccccc2)=N1	0	5	15%	-4%	3	6%	1.3	-7%	4%
O=C(/C=C/c1ccc([N+](=O)[O-])s1)N1CCCCC1	-4	-2	8%	?	-1	15%	0.3	?	-4%
Cc1cc2cc(CCNC(=O)CCCc3ccccc3)c(=O)[nH]c2cc1C	3	-5	-1%	-13%	4	-3%	-0.9	-20%	-4%
CCC(=O)Nc1ccc2nc(SCC(=O)N3CCCC3)sc2c1	14	3	0%	-13%	nt	12%	-1.4	-11%	0%
N#CCCN(Cc1cccnc1)C(=O)Nc1ccc(Cl)c(Cl)c1	-23	0	1%	-19%	-4	-2%	-0.9	-1%	0%
CC(=O)Oc1ccc2oc(=O)c3c(c2c1)CCCN3C(=O)CN1CCOCC1	-1	3	-5%	-3%	5	5%	0.8	-10%	6%
O=S(=O)(NC(=NCCc1ccc(Cl)cc1)c1ccccc1Cl)c1cccs1	-11	-4	3%	6%	9	?	0.9	?	-8%
COc1ccc(Cl)cc1NC(=O)CCS(=O)(=O)c1cc2c(cc1C)NC(=O)CO2	23	-1	6%	-11%	-2	-14%	0.2	-12%	-12%
COC(=O)[C@H](C(C)C)n1c(C)c(C(C)=O)c(C(C)=O)c1C	1	6	-2%	1%	0	-3%	0.3	-11%	10%
COc1ccc(CCN2C(=O)c3[nH]nc(-c4ccccc4O)c3C2c2cccc(O)c2)cc1OC (stereo not given)	-2	1	8%	-32%	12	?	-2.5	1%	-7%
Cc1ccc(S(=O)(=O)NN=C2CCc3ccccc32)cc1	11	8	-2%	10%	0	6%	1.8	-17%	2%
Cc1cc(NC(=O)CCC(=O)N(CC(=O)NC2CCCC2)c2cccc(F)c2)no1	2	-2	4%	-1%	3	3%	0.7	5%	0%[57.1 µM]
Cc1ccc(Cn2ccc(O)c(Cc3ccccc3)c2=O)cc1	-3	-3	-3%	9%	0	-3%	0.1	1%	-23%
Cc1cc(C)n(-c2nc3c(c(=O)[nH]c(=O)n3C)n2CC(O)COc2ccc(Cl)cc2Cl)n1 (stereo not given)	9	0	0%	-10%	-3	?	1.0	-9%	-14%
COc1ccc([C@@H]2CC=C(C(=O)O)[C@H](c3ccc(Br)cc3)N2S(=O)(=O)c2ccccc2C)cc1	-8	-35	1%	-7%	5	?	-0.4	-27%	-4%
COc1ccc(-c2csc(N3CCN(c4cc(C)nc5ccccc45)CC3)n2)cc1OC	76	32*	-9%	?	6	?	0.8	-2%	-5%
N#Cc1c2n(c(=O)[nH]c1=O)CCCCC2	0	-4	0%	16%	2	-14%	-0.6	-1%	-6%
Cc1ccc2nc(NC(=O)[C@H](C)N3C(=O)C4CC=CCC4C3=O)sc2c1 (stereo not given in full)	19	-5	12%	-3%	2	-3%	-1.1	0%	-4%
O=C(Nc1nc(-c2ccccn2)cs1)c1ccc(Br)s1	-22	-30	-4%	-3%	nt	-4%	0.0	-3%	-7%
COc1ccc(N(CC(=O)NC2CC3CCC2C3)S(=O)(=O)c2ccc(C)cc2)cc1 (stereo not given)	-29	-8	0%	-6%	8	10µM*	-2.8	-5%	-20%
O=C(/C=C/c1ccc(Br)o1)NC(c1ccccc1)c1ccccc1	-7	-23	-13%	10%	-1	?	-3.7	?	-12%
S=C(NCCCNC(=S)Nc1ccccc1)Nc1ccccc1	32	3	-2%	-21%	-18	2%	-0.3	-13%	-18%
O=c1c2ccccc2[nH]c(=S)n1CCCN1CCC(Cc2ccccc2)CC1	-90*	-17	4%	?	1	?	-0.2	-3%	-5%
O=C1C=C(c2cccc3c2oc2ccccc23)CCC1	3	3	16%	5%	1	10%	-0.5	-9%	5%
O=[N+]([O-])c1cc(-c2ccc(/C=N/n3cnnc3)o2)ccc1Cl	16	2	3%	0%	2	2%	0.4	3%	1%
CCCCCC(=O)N1CC2(CC(c3cccc(NC(=O)CC)c3)=NO2)C[C@H]1C(N)=O (stereo not given in full)	-6	13	0%	26%	7	26%	0.5	0%	0%
COC(=O)c1ccc2nc(C(C)(C)C)c(Cc3ccc(OC)cc3C)n2c1	1	5	-4%	5%	-2	24%	-0.2	1%	-8%
O=[n+]1cc(-c2ccccc2)n([O-])c2c1CCC2	13	2	-11%	62%[activator]	-8	-1%	-1.0	?	3%
O=C(Nc1nccs1)c1cc(Cl)ccc1[N+](=O)[O-]	0	-2	1%	-4%	-7	6%	1.3	-8%	-30%
CC(C)(C)c1ccc(CC(=O)N2CCC2(C)C(=O)NCc2ccc(Cl)cc2)cc1 (stereo not given)	26	5	10%	-5%	21	?	-0.4	-2%	1%[57.1 µM]
CC(C)Oc1ccc(C2CC(=O)NC3=C2C(=O)CCC3)cc1 (stereo not given)	-3	-8	-21%	64%[activator]	3	17%	-0.3	-18%	-35%[57.1 µM]
Fc1cc(Cl)cc2ccc(-c3ccccc3)nc12	11	0	13%	15%	19	6%	-0.5	6%	2%
Cc1ccc(NC(=O)c2ccc(S(=O)(=O)C(F)F)cc2)c(C)c1	-8	11	7%	7%	-7	-9%	-0.6	-4%	8%
O=C(CCCNc1ccccc1)N/N=C/c1cccs1	-22	-2	7%	-5%[7.66 µM]	0	23%[7.66 µM]	-0.1	-6%	10%
CCOc1ccc(-n2c(SCC(=O)NCc3ccco3)nc3c([nH]c4ccccc43)c2=O)cc1	-12	-7&-11	0%&-7%	?	nt	0%&-1%	-2.7	-18%	-3%
CCN1C(=O)/C(=C/c2cnn(CC)c2C)SC1=S	0	4	8%	14%	-4	2%	-0.5	-13%	-29%
CC(C)NC(=O)c1sc2c(c1C(=O)Nc1cccnc1)CCCC2	17	-1	-2%	0%	7	-3%	3.6	-3%	-7%
CCc1ccc(CN(C)C(=O)C2CCC(=O)N(CCCN3CCCC3=O)C2)cc1 (stereo not given)	5	7	-9%	14%	0	-4%	-3.1	-3%	-31%
Cc1cc([N+](=O)[O-])ccc1NS(=O)(=O)c1ccccc1	2	-5	2%	-36%	3	34%[activator]	0.0	4%	7%
O=C(CN1CCN(C(=O)c2cccc(S(=O)(=O)N3CCCC3)c2)CC1)Nc1ccccc1Cl	1	0	18%	2%	2	3%	0.1	-3%	0%
CC(NC(=O)CCC(=O)Nc1ccccc1O)c1ccccc1 (stereo not given)	8	6	2%	6%	2	11%	-2.5	0%	0%
CCCC(c1c(C)n(C)n(-c2ccccc2)c1=O)c1c(C)n(C)n(-c2ccccc2)c1=O	-13	2	-7%	-36%	?	-99%	-0.6	2.4µM*	-28%
COc1ccc(S(=O)(=O)N2Cc3ccccc3CC2C(=O)Nc2ccc3c(c2)OCO3)cc1 (stereo not given)	36	0	-4%	-14%	-9	-25%	-1.3	-5%	-3%
CC1(C)CC(NC(=S)Nc2ccc([N+](=O)[O-])cc2)CC(C)(C)N1	-7	-10	-10%	-5%[0.307 µM]	-6	13%[0.307 µM]	1.6	-16%	10%
Cc1ccnc(NC(=O)CCC(=O)N(CC(=O)NCc2ccc(F)cc2)c2ccc(F)cc2)c1	1	-2	1%	-13%	-4	3%	2.1	1%	2%
COc1ccc(NC(=O)C2(C)Cc3c(-c4ccc(N(C)C)cc4)ccnc3O2)cc1 (stereo not given)	-20	-4	-2%	-7%	1	?	-0.6	0%	-7%

Single values from the results shown.
GLP1R cytotox with CCCC(c1c(C)n(C)n(-c2ccccc2)c1=O)c1c(C)n(C)n(-c2ccccc2)c1=O = -36%
WRN helicase inh with Cc1cc([N+](=O)[O-])ccc1NS(=O)(=O)c1ccccc1 = 7%
PLK1 PBD inh with CC(C)NC(=O)c1sc2c(c1C(=O)Nc1cccnc1)CCCC2 = -3%

Remaining list, next part
SMILES	D3 antag	D3 ag	GLP1R ag	GLP1R cytotox	PI5P4K alpha inh	GLP-1R inv ag	IL-2 act	PLK1 PBD inh	WRN helicase inh
COc1ccc([C@@H]2[C@@H]3C(=O)N(C(C)(C)C)C(=O)[C@@H]3[C@]3(Cc4ccc(Cl)cc4)C(=O)N(c4ccc(Br)cc4)C(=O)N23)cc1	-24	5	0%	-5%	2	10µM*	-0.2	-3%	2%
CNC(=S)N1C2CCC1CC(NC(=O)NC13CC4CC(CC(C4)C1)C3)C2 (stereo not given)	6	3	-3%	-25%	nt	-8%	0.4	-6%	-3%
Cc1ccc(N=C2NC(=O)C(CC(=O)NCc3ccccc3)S2)cc1C (stereo not given)	-18	-5	8%	-7%	-10	-24%	-0.5	-8%	-32%[57.1 µM]
CCNC(=S)NNc1nc(N2CCCCC2)nc(N2CCOCC2)n1	6	10	17%	8%	-1	-1%	-0.2	-4%	6%
CC(=O)c1ccc2c3c(cccc13)C(=O)N(c1c(C)nn(C)c1C)C2=O	37	-5	0%	7%	-3	5%	2.8	-9%	-21%
COc1ccc(NC(=O)NC2(C(=O)N3CCOCC3)CCCCC2)cc1	11	11	3%	2%	-5	15%	-0.5	5%	-3%[57.1 µM]
CCOC(=O)C1=C(C)C2C3C(=O)N(c4ccc(C)cc4C)C(=O)C3C1(C)C1C(=O)N(c3ccc(C)cc3C)C(=O)C21 (stereo not given)	23	5	0%	-5%	-1	0%	-0.7	-10%	-5%
